Screens (PubChem)
mcGAS MS inh = mouse cGAS inhibition by mass spec; recombinant mouse cGAS, cGAMP by RapidFire MS; inhibition, % at 12.5 µM; 0.18% of 130,000 active; AID 1259397;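 active = inhibition of cGAS enzyme activity at or above 60%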;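 also: enzyme stimulated by 45 bp dsDNA with ATP and GTP substrates; cGAMP share of summed cGAMP plus half ATP and half GTP signals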
Target sequence (Q8C6L5 whole entry, looked up): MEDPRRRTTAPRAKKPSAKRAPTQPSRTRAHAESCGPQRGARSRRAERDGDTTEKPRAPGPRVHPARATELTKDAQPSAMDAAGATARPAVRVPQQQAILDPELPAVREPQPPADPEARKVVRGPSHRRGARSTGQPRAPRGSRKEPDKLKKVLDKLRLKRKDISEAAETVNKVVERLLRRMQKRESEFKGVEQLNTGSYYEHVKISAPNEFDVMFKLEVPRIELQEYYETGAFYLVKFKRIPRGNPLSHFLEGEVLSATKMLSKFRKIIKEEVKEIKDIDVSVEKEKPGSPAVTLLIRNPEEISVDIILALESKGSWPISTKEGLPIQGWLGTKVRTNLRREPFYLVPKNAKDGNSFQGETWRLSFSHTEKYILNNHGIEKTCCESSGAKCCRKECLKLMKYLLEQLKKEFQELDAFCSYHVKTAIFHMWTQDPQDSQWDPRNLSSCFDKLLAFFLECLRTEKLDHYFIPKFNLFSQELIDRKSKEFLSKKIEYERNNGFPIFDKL
* = called active by the depositor; & = joins results of further samples.

SMILES	mcGAS MS inh
Cc1cccc(Cl)c1NC(=O)c1ccc(SC(F)F)cc1	-10
CN(C)CCCNC(=S)N1CCCSc2ccccc21	-7
Cc1ccc(C(C)N(C)C(=O)Nc2cccnc2N2CCCC2)s1 (stereo not given)	11
Cc1cc(C)cc(NC(=O)CN2C(=O)C(Oc3ccccc3)C2c2ccncc2)c1 (stereo not given)	-4
CC(C)C(=O)Nc1ncc(Cc2cccc(Cl)c2Cl)s1	-10
COc1ccc(C)cc1S(=O)(=O)NCc1ccc2c(c1)OCO2	5
COCCN1CCCC2(CCN(C(=O)CCc3ccc(C)cc3)C2)C1=O (stereo not given)	-7
Cc1cccc(COCC2CN(C(=O)CCOc3ccc(Cl)cc3)CCO2)c1 (stereo not given)	-5
CC1CCCC(NCc2ccncc2)C1C (stereo not given)	-2
COc1cc(CNC(=O)c2n[nH]c(C)c2Br)cc(OC)c1OC	-2
COC(=O)C1=CN(C)C=C(C(=O)OC)C1c1ccsc1	-7
CC1(C)CC2=NN(c3ccccc3)P(=O)(Nc3ccccc3)C2=C(N2CCCC2)C1 (stereo not given)	-34
CN1[C@@H](c2ccccc2)[C@@H](C(=O)N2CC(n3cccn3)C2)C[C@@]1(C)C(=O)O	-7
CS(=O)(=O)c1ccc(S(=O)(=O)N2CCC(CO)(CCCc3ccccc3)CC2)cc1	-7
Cn1c(SCC(=O)c2ccc(Cl)cc2)nnc1-c1ccco1	0

The last 2 records of the part before lead into the next:
SMILES	mcGAS MS inh
CS(=O)(=O)c1ccc(S(=O)(=O)N2CCC(CO)(CCCc3ccccc3)CC2)cc1	-7
Cn1c(SCC(=O)c2ccc(Cl)cc2)nnc1-c1ccco1	0
CC1Oc2ccc(NC(=O)Cc3csc(-n4cccc4)n3)cc2NC1=O (stereo not given)	4
Cc1ccc(C)c(NCCn2c(C)c(C)n3c4c(=O)n(C)c(=O)n(C)c4nc23)c1	-4
CCNc1ncc(C(=O)N[C@@H]2CC[C@@H](N)C2)cn1	-21
CCOC(=O)c1coc2c(CN(C)C)cc(O)c(Cl)c12	-2
O=C(NCC1CCCN(Cc2cccc(C(F)(F)F)c2)C1)c1n[nH]c2ccccc12 (stereo not given)	-3
O=C(C1CC2(CCNCC2)CN1)N1CCC(c2nnc3ccccn23)CC1 (stereo not given)	-8
CC(C)(C)C(=O)NCc1ccc(C(=O)OCCF)cc1	-1
CC(c1ccc(-c2ccc(O)c(-c3ccno3)c2)cc1)N1CCOCC1 (stereo not given)	-8
Cc1cc2nnc(SCC(=O)N(CCC#N)c3ccc(F)cc3)n2c2ccccc12	-6
CCn1ncc(/C=N\NC(=O)COc2cc(C)cc(C)c2)c1C	-8
CCC(Oc1ccccc1Cl)C(=O)Nc1nonc1C (stereo not given)	-1
COCCOC(=O)C1=C(C)N(C)C(=O)NC1c1cc(Br)c(O)c(OC)c1 (stereo not given)	-7
CCc1cc2c(=O)n(NC(=O)c3cnccn3)cnc2s1	-8
CC1CN(C(=O)/C=C/c2ccccc2)c2ccccc2NC1=O (stereo not given)	0
Cc1ccccc1C1C(=O)CCC1=O	-10
CC(=O)NC(CCS(C)(=O)=O)C(=O)Nc1nc(C)cs1 (stereo not given)	-8
Nc1nc(NC2CC2)cc(N2CCN(Cc3ccc(F)cc3)C(=O)C2)n1	-18
COc1ccc(S(=O)(=O)N2CCC3(CCNCC3)C2)cc1F	-7
COCc1ccccc1C(=O)NC1CCSc2ccc(Cl)cc21 (stereo not given)	-4
O=C1NC(=Nc2ccccc2)c2ccccc21	-1
CC1(C(=O)NCCc2ccccc2)CCN1Cc1ccc(-c2ccccn2)cc1 (stereo not given)	-12
CC(=O)OCCSc1cccc2c(SCCOC(C)=O)cccc12	-5
COC(=O)/C(=C\Nc1ccc(O)cc1)[N+](=O)[O-]	6
CC(=O)Nc1ccc2nc(CN3CCCN(C(=O)C4CCC4)CC3)ccc2c1	-20
Cc1ccc(C(=O)NCc2ccc(C(=O)N3CCOCC3)cc2)c(C)c1	-9
Cc1cc(F)ccc1S(=O)(=O)NCC(C)N1CCCC(C)C1 (stereo not given)	-9
CNS(=O)(=O)c1ccc(CCc2nc(C)nn2-c2ccc(F)cc2)cc1	-6
Cc1ccc(-c2nc(C(=O)NC3CCCC3)cs2)cc1	-3
Cc1ccc(NC2CCCN(C(=O)CCC(=O)c3ccccc3)C2)cc1C (stereo not given)	-12
CCn1nc(CNC(=O)Cc2csc(C)n2)c2ccccc21	-15
CCCCOc1ccc(S(=O)(=O)NC(=O)C2(C)CCN2C(=O)Cc2ccccc2)cc1 (stereo not given)	-12
CNC(=O)CN1CCN(C(=O)C2CCCN2C2=NS(=O)(=O)c3ccccc32)CC1 (stereo not given)	-5
CN(Cc1ccc(F)cc1)c1ncnc2cc(-c3ccc(F)cc3)sc12	-6
O=CC1=C2N=C(N3CCOCC3)c3ccccc3N2CCCC1	21
CC1(C(=O)Nc2ccc(Cl)c(Cl)c2)CCN1C(=O)CCC1CCCC1 (stereo not given)	-7
CCCCN1C=NS(=O)(=O)c2ccccc21	-1
C=CCSc1nc2c(c(=O)[nH]c(=O)n2C)n1Cc1ccccc1Cl	-3
COc1ccc(C2CC(c3ccc(OC)c(OC)c3)=Nc3ncnn32)c(OC)c1 (stereo not given)	-6
CN1CCN(c2ccc(Cl)cc2NC(=O)c2cccc(S(=O)(=O)N3CCCC3)c2)CC1	1
CC(=O)N1CCN=C1SCc1cccc(C)c1	-4
COc1ccc(C(C)=O)cc1N1C(=O)C2C(C1=O)C1C=CC2C12CC2 (stereo not given)	-3
Cc1ccccc1N1CCN(S(=O)(=O)c2cccc3ccccc23)CC1	2
CC(C)C1CCN(C(=O)NCc2ccccc2CO)CC1	-5
CC(Oc1ccccc1)C(=O)Nc1n[nH]c(-c2ccccc2)n1 (stereo not given)	-3
Cc1ccc2oc(-c3ccc(C)c(NC(=O)c4ccccc4C)c3)nc2c1	5
O=C(NS(=O)(=O)c1ccc(Cl)cn1)C1C2CCCCC21 (stereo not given)	-11
O=C(CSc1nnnn1-c1ccccc1)NCCc1ccccc1F	-7
Cc1ccc(OCc2nc(C)c(C(=O)OC(C)C(N)=O)s2)cc1 (stereo not given)	-5
Cc1ccccc1Cn1c(C)c(C(=O)NCC(C)C)sc1=O	-3
CCc1cccc2c(C(CC(=O)O)c3cccc(F)c3)c[nH]c12 (stereo not given)	-4
CN(CC(F)F)C1CCN(CCOc2cccc(C(C)(C)C)c2)CC1	-15
O=C(NCc1ccco1)OCC(F)(F)F	-11
COCc1cccc(CNC(=O)N(Cc2ccc(C)o2)C(C)C)c1	-33
Cc1cc(C2=NNC(=Nc3ccc(F)cc3F)SC2)c(C)n1C1CC1	-2
CC1CN(S(=O)(=O)c2ccc(C(=O)O)cc2)c2ccccc21 (stereo not given)	-21
CCN(CC)Cc1ccccc1Sc1ccccc1	0
CCCc1c(O)nc(SCCN2CCOCC2)n(-c2ccccc2)c1=O	-11
CC1(C(=O)NS(=O)(=O)c2ccc(Cl)s2)CCN1C(=O)CC1CCCC1 (stereo not given)	-3
Cc1cc2c(N=Nc3ccccc3[N+](=O)[O-])c(O)[nH]c2cc1Br	-2
Cc1nc(C)c(CN2CCC(C(=O)Nc3cccc(-c4ccco4)c3)CC2)nc1C	-2
Additional compounds:
SMILES	mcGAS MS inh
CC(C)c1csc(CNC2CC(C)(C)Cc3c2cnn3-c2ccc(F)cc2)n1 (stereo not given)	-9
CC(=O)NCc1cccnc1N(C)Cc1ccccc1	-3
Clc1ccc(NN=Cc2ccccn2)cc1Cl	-9
Cc1noc(C)c1C(=O)Nc1cccc(OCC2CCCO2)c1 (stereo not given)	-5
COc1ccc(N2CCN(C(=O)c3nn(-c4ccccc4C)c(=O)cc3OC)CC2)cc1	-28
Cc1ccc(N=c2c([N+](=O)[O-])nn(-c3ccc(Cl)cc3)n2O)cc1Br	6
CC(=O)O[C@H]1C[C@@]2(C)[C@@H](C[C@@H](O)C3[C@]2(C)CC[C@H]2[C@H](C)[C@H](O)CC[C@]32C)/C1=C(/CCC=C(C)C)C(=O)O (stereo not given in full)	-2&4
Cn1ccn2ncc(C(=O)N3Cc4ccccc4CC3C(N)=O)c12 (stereo not given)	-7
COc1ccc(Nc2nc(N3CCN(c4ccc(F)cc4)CC3)nc3nccnc23)cc1	-1
Cc1ccc(N2CCCC(Nc3ccc4c(c3)CC(=O)N4)C2=O)cc1 (stereo not given)	10
O=C(c1cc(-c2csc(-c3cccs3)n2)c[nH]1)N1CCCC1	-1
Cc1cccc(S(=O)(=O)N2CCN(c3ncccn3)CC2)c1	-2
COc1cccc(-c2cc(C(=O)O)nc3c(-c4ccccc4)c(C)nn23)c1	0
C#CCN(C(C)=O)c1ccc(C#N)cc1	-29
CCC/C=C/c1nc2ccccc2n1CCO	-9
FC(F)Sc1ccc(NC(=S)NN2CCOCC2)cc1	-6
Cc1csc(SCC(=O)N2CCCC(N3CCN(c4ccccc4C)CC3)C2)n1 (stereo not given)	-13&-2
C=CCNC(=O)CSc1ncnc2c1nnn2CC	2
CN(C)S(=O)(=O)NC1CCCc2cc(OC(F)F)ccc21 (stereo not given)	-19
Cc1ccc(CNC(=O)C(C)NC(=O)c2ccc(Br)cc2)cc1F (stereo not given)	-1
OCC(F)(F)C(F)(F)C(F)(F)C(F)(F)C(F)(F)CO	1
O=C1CCCC2=C1C(c1ccc(Cl)cc1)NC(=S)N2 (stereo not given)	-8
CCOc1cc(CNc2nn[nH]n2)cc(Cl)c1OCc1ccccc1F	-8
Oc1ccc(C2=Nn3c(nnc3-c3ccccc3Br)SC2)cc1O	-7
CN(C)Cc1c(O)ccc2oc(Cc3ccccc3)cc12	-2
CC(C)c1ccc(CN(C)CCCNS(C)(=O)=O)cc1	-9
CC1Cc2ccccc2N1C(=O)C1CCCCC1C(N)=O (stereo not given)	6
O=C(NCCNc1cccnc1)c1ccc(Cl)cn1	32
O=C(c1cn(Cc2ccc(Cl)cc2)nn1)N1CCC(N2CCSCC2)CC1	-9
COC(=O)CC(NS(=O)(=O)c1ccc(Cl)c2ncccc12)C1CC1 (stereo not given)	-6

Another view of some results above.
Compound | mcGAS MS inh
Cc1cccc(S(=O)(=O)N2CCN(c3ncccn3)CC2)c1 | -2
COc1cccc(-c2cc(C(=O)O)nc3c(-c4ccccc4)c(C)nn23)c1 | 0
C#CCN(C(C)=O)c1ccc(C#N)cc1 | -29
CCC/C=C/c1nc2ccccc2n1CCO | -9
FC(F)Sc1ccc(NC(=S)NN2CCOCC2)cc1 | -6
Cc1csc(SCC(=O)N2CCCC(N3CCN(c4ccccc4C)CC3)C2)n1 (stereo not given) | -13&-2
C=CCNC(=O)CSc1ncnc2c1nnn2CC | 2
CN(C)S(=O)(=O)NC1CCCc2cc(OC(F)F)ccc21 (stereo not given) | -19
Cc1ccc(CNC(=O)C(C)NC(=O)c2ccc(Br)cc2)cc1F (stereo not given) | -1
OCC(F)(F)C(F)(F)C(F)(F)C(F)(F)C(F)(F)CO | 1
O=C1CCCC2=C1C(c1ccc(Cl)cc1)NC(=S)N2 (stereo not given) | -8
CCOc1cc(CNc2nn[nH]n2)cc(Cl)c1OCc1ccccc1F | -8
Oc1ccc(C2=Nn3c(nnc3-c3ccccc3Br)SC2)cc1O | -7
CN(C)Cc1c(O)ccc2oc(Cc3ccccc3)cc12 | -2
CC(C)c1ccc(CN(C)CCCNS(C)(=O)=O)cc1 | -9
CC1Cc2ccccc2N1C(=O)C1CCCCC1C(N)=O (stereo not given) | 6
O=C(NCCNc1cccnc1)c1ccc(Cl)cn1 | 32
O=C(c1cn(Cc2ccc(Cl)cc2)nn1)N1CCC(N2CCSCC2)CC1 | -9
COC(=O)CC(NS(=O)(=O)c1ccc(Cl)c2ncccc12)C1CC1 (stereo not given) | -6

Continuation:
SMILES	mcGAS MS inh
CC(C)c1cc(C(=O)N(Cc2ccccn2)CC2CCCO2)nc2ncnn12 (stereo not given)	-26
COc1ccc(N=Cc2nc(-c3cccc4ccccc34)oc2O)cc1Cl	-1
CN(C)c1cccc(C(=O)N2CCC(CCC(=O)NCC3CCCO3)CC2)c1 (stereo not given)	-1&2
CN(CC(=O)c1ccc(O)cc1)C(=O)c1cccc(N2CCOCC2)c1	-16
Cc1cc(Cl)cc2c(N=Nc3ccc([N+](=O)[O-])cc3)c(O)[nH]c12	-6
Cc1ccccc1C(O)CNC(=O)c1ccc(-n2cncn2)c(F)c1 (stereo not given)	-5
COc1ccc(C(C)=O)cc1CC(=O)N1CC=C(c2ccccc2)CC1	-2
COC(=O)C1CCCN1C(=O)c1ccc(-c2ccc(F)cc2)o1 (stereo not given)	-11
CCc1nn(C)c(NC(=O)c2cccc(CN3CCCC3C)c2)c1CC (stereo not given)	-18
O=c1[nH]c(/C(Cl)=C/c2ccsc2)nc2cc(C(F)(F)F)ccc12	2
COc1cccc(C(=O)Nc2cc3c4c(c2)C(C)C(=O)N4CCC3)c1OC (stereo not given)	-11
Cc1cc(-c2csc(C3CC3)n2)c(C)n1-c1ncn[nH]1	-6
Cn1cc(CN2CCN(Cc3nccn3C)CC2)c(-c2ccc3c(c2)OCCO3)n1	-6&-5
N#CC(=C1NS(=O)(=O)c2ccccc21)c1nc2ccccc2c(=O)[nH]1	38
CC1CN(Cc2cnc(Cl)s2)CC(C)O1 (stereo not given)	-11
C/C=C\C(=O)NCC1CN(c2ccc3c(c2)OCO3)C(=O)O1 (stereo not given)	-21
C=CCNS(=O)(=O)c1ccc(C(=O)N(Cc2ccccc2F)C2CC2)cc1	-10
COc1cccc(CCNC(=O)c2ccc(N3CCNC(C)C3)nc2)c1OC (stereo not given)	3
Cc1cc(C)n(C2CCN(c3nc(N(C)C)nc(C)c3C)C2)n1 (stereo not given)	-32
Cc1ccc(OCCN2CCC2(C)C(=O)Nc2ccccc2Cc2ccccc2)cc1 (stereo not given)	-8
Cn1nc(-c2ccccn2)c2c1NC(=O)CC2c1cc(C#CCO)cs1 (stereo not given)	-12
CN(C)c1ccccc1C(=O)NC1CCCN(CCc2ccccc2)C1 (stereo not given)	-13
C=C(C)Cn1c(CCNC(=O)C(C)C)nc2ccccc21	7
CC1(C(=O)NS(=O)(=O)c2ccccc2Cl)CCN1C(=O)C1(c2ccc(Cl)cc2)CCC1 (stereo not given)	-10
COc1cccc(C=C2SC(N3CCCCC3)=NC2=O)c1	-3
Cc1cccc(C(=O)N2CCCC2(C)C(=O)O)c1C (stereo not given)	1
CCN1CCN(Cc2cc(C(=O)N3CCC(N)C3)no2)CC1 (stereo not given)	-9

This is a subset; rates above refer to the full screens.
